POLI inh: qHTS for Inhibitors of Polymerase Iota; DNA polymerase iota (Homo sapiens), Q9UNA4; Pol iota fluorescent replication assay, 10 min; Potency, µM (highest dose often 115 µM), without a hit: at the top dose activity, negative = inhibition, most hits filed as inhibitors; actives 1% (n = 390,000); AID 588590, 2011; further: potency means the concentration at half of the fitted maximal effect
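Fluorescent replication assay read twice, at 0 min and 10 min after adding 50 nM (final) substrate. Enzyme (10 nM) and compounds were first incubated 15 min at room temperature; enzyme-free buffer wells were negative controls.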
POLH inh: qHTS for Inhibitors of Polymerase Eta; recombinant Pol eta, fluorescent DNA replication assay; AID 588591, 2011; Potency, µM (highest dose often 114 µM), without a hit: at the highest dose activity change, negative = inhibition, hits mostly inhibitors; DNA polymerase eta (Homo sapiens), Q9Y253; actives 1.2% (n = 390,000); further: potency means the concentration at half of the fitted maximal effect; on the % scale 0 is the no-effect control and ±100 the full control effect
Target sequence (Q9Y253 whole entry, looked up): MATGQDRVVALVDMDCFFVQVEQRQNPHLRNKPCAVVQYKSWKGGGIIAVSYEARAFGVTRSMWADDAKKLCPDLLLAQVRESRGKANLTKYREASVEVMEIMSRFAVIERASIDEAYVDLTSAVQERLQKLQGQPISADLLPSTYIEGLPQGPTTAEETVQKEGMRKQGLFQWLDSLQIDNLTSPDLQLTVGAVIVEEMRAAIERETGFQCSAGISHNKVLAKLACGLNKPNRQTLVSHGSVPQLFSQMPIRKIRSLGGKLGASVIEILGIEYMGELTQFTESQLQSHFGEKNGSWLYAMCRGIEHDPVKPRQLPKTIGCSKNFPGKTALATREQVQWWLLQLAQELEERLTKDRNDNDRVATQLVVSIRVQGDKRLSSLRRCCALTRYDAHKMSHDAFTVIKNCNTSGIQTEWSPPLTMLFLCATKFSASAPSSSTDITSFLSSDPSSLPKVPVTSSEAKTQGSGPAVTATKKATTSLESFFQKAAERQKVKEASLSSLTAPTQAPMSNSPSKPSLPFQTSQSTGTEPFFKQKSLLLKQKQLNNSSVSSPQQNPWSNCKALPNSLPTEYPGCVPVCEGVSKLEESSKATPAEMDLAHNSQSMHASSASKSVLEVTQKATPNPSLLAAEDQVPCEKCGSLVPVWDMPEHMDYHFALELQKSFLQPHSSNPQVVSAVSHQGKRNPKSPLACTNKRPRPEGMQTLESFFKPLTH
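Pol eta (10 nM) was preincubated with compounds for 15 min at room temperature, after which fluorescent replication substrate (50 nM final) was added to start the reaction. Fluorescence was read kinetically at 0 and 10 min.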
APEX1 inh: qHTS Assay for Inhibitors of the Human Apurinic/apyrimidinic Endonuclease 1 (APE1) | Potency, µM (series often up to 65.8 µM), for inactives: at the top dose activity change, negative = inhibition, hits mostly inhibitors | recombinant APE1, TAMRA/BHQ-2 abasic DNA cleavage fluorescence | DNA repair nuclease/redox regulator APEX1 (Homo sapiens), P27695 | actives 0.35% (n = 350,000);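 further: potency means the concentration at half of the fitted maximal effect; plate controls were vehicle for no effect and reference inhibitor for full effect; nearly all actives have a fitted effect of over 55% in size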
Target sequence (P27695 whole entry, looked up): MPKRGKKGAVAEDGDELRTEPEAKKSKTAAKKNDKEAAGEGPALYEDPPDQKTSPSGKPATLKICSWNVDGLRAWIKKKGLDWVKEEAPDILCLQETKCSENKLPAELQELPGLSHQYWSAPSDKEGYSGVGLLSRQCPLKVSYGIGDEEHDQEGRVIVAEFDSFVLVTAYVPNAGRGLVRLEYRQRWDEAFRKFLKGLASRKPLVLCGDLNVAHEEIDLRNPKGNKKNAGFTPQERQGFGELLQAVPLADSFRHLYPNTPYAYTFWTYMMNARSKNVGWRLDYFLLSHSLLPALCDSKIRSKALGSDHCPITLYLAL
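Endonuclease cleavage of a quenched abasic-site DNA duplex (50 nM) by APE1 (0.75 nM) was tracked by TAMRA dequenching. Compounds were preincubated with enzyme 15 min at room temperature; data normalized to buffer-only and DMSO wells plus NSC13755 control.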
Apoferritin bind: qHTS Assay for Identification of Novel General Anesthetics. Ferritin light chain (Equus caballus), P02791. apoferritin/1-aminoanthracene competitive binding, fluorescence. Potency, µM (top dose mostly 77.5 µM), inactives show top-dose activity change, negative = displacement, usual class: inhibitors. actives 0.074% (n = 350,000). AID 485281, 2010; further: potency means the concentration at half of the fitted maximal effect; on the % scale 0 is the no-effect control and ±100 the full control effect; nearly all actives have a fitted effect of over 20% in size
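10 uM apoferritin + 50% sat. 1-AMA, PBS; cpd 10 min RT; Ex380/Em535 endpoint; normalized to free probe vs complex; 4-param Hill fit; propofol titration as pos. ctrl.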
LDHA inh: qHTS assay for inhibitors of human lactate dehydrogenase. purified LDHA, NADH/diaphorase-resazurin fluorescence; active compounds read low. activity change, % (values are at about 110 or 230 µM). actives 0.15% (n = 480,000); in the data active means activity change below about -30%; inconclusive means mostly about -25% to -30%;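 further: plate controls were DMSO wells for no effect and wells without enzyme for full effect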
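Enzyme activity of human lactate dehydrogenase 5 (2 nM; 0.06 mM NADH, 0.2 mM pyruvate, 5 min, RT) is measured via a resazurin/diaphorase fluorescence readout of residual NADH.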
Pol beta inh: qHTS Assay for Inhibitors of DNA Polymerase Beta | P06746 | Pol beta primer extension/strand displacement, fluorescence kinetic | Potency, µM (series often up to 114 µM), inactives show at the top dose activity change, negative = inhibition, actives largely listed as inhibitors | actives 1.3% (n = 340,000); further: potency means the concentration at half of the fitted maximal effect; on the % scale 0 is the no-effect control and ±100 the full control effect
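Pol beta (10 nM) and compounds were preincubated 15 min at room temperature, then 50 nM substrate (final) started primer extension/strand displacement. Reads were taken at 0 and 10 min; concentration-response data were fitted to a four-parameter Hill equation.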
BLM inh: qHTS Assay for Inhibitors of Bloom's syndrome helicase (BLM); Potency, µM (titrated, usually from 56.1 µM), for the others: at the highest dose activity change, negative = inhibition, hits mostly inhibitors; RecQ-like DNA helicase BLM (Homo sapiens), P54132; actives 0.2% (n = 350,000); recombinant BLM DNA unwinding, fluorescence dequenching;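 further: potency means the concentration at half of the fitted maximal effect; plate controls were vehicle for no effect and no enzyme for full effect; nearly all actives have a fitted effect of over 35% in size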
GRP78 ERSR act: qHTS for Inducers of the Endoplasmic Reticulum Stress Response (ERSR) in Human Glioma: qHTS; U87-MG GRP78 promoter luciferase reporter, 16 h; Potency, µM, without a hit: top-dose activation, usual class: activators; actives 0.02% (n = 420,000); further: potency means the concentration at half of the fitted maximal effect; series mostly up to about 76 µM; % of control where 0% means no effect; nearly all actives have a fitted effect of over 35% in size
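ERSR induction read as luciferase luminescence (Bright-Glo, 10 min at room temperature) in stably transfected human U87-MG glioma cells exposed to compounds for 16 h, using GRP78 as sensor.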
POLK inh: qHTS for Inhibitors of Polymerase Kappa. DNA polymerase kappa (Homo sapiens), Q9UBT6. purified Pol kappa, fluorescent DNA synthesis assay, 10 min. Potency, µM (doses to about 107 µM), for the others: at the highest dose activity, negative = inhibition, hits mostly inhibitors. actives 0.53% (n = 400,000). AID 588579, 2011; further: potency means the concentration at half of the fitted maximal effect; on the % scale 0 is the no-effect control and ±100 the full control effect
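Readout: fluorescence, taken kinetically at 0 and 10 min. Conditions: 10 nM Pol kappa, 15 min RT compound preincubation, 50 nM substrate final. Controls: enzyme-free buffer wells.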
* hit, by the source's call; ? = inconclusive; / = no result given; [ ] = another dose, or the depositor's remark. Unless noted, the call rests on the fitted dose curve; in most records, active means well fitted curve in the direction sought with a large enough effect; inconclusive means small, poorly fitted or top-dose-only effect, or another doubt; inactive means no such curve, though single readings can be large; an effect the other way counts as inactive or inconclusive. An excerpt; rates above refer to the full screens.

SMILES	POLI inh	POLH inh	APEX1 inh	Apoferritin bind	LDHA inh	Pol beta inh	BLM inh	GRP78 ERSR act	POLK inh
CC(NC(=O)Nc1ccccc1C(F)(F)F)c1c(-n2cccc2)sc2c1CCCC2 (configuration not stated)	8.1%	-16.7%	/	-17.3%	-8.7	-2.5%	-3.0%	-1.7%	-21.7%
CN(C(=O)c1ccco1)c1nc(-c2ccccc2)cs1	13.9%	-12.5%	12.0%	-18.4%	1.3	13.2%	-3.4%	-4.9%	10.1%
CN(C)C(CNC(=O)c1ccc(NS(=O)(=O)c2ccc3[nH]c(=O)[nH]c3c2)cc1)c1ccccc1 (configuration not stated)	14.2%	-12.2%	0.0%	/	-1.5	/	/	-1.3%	1.4%
Cc1ccc(-n2ncc(C(=O)N3CCN(c4ncccn4)CC3)c2C2CCN(C(=O)OC(C)(C)C)CC2)cc1	16.9%	1.1%	/	-1.5%	-1.5	4.7%	0.0%	-2.3%	-0.1%
COc1ccc(-n2ccnc2)cc1	-4.3%	0.8%	0.2%	-5.9%	1.1	-1.7%	-3.6%	-0.7%	7.1%
CC(O)(c1ccc(Cl)cc1)c1ccc(Cl)cc1	/	/	-7.8%	-15.3%	/	/	-13.4%	2.6%	3.9%[60.1 µM]
C=CC[C@@H](CC(=O)N[C@H](CO)Cc1ccccc1)C(=O)N[C@@H](C)COC(=O)[C@@H](CC=C)Cc1ccc(F)cc1	7.3%	-8.6%	-5.7%	/	-9.6	/	/	-4.1%	-8.4%
O=C(NC1CCCCCC1)C1c2ccccc2C(=O)N1Cc1cccnc1 (configuration not stated)	1.1%[58.9 µM]	-11.4%	-0.9%	-8.6%	0.7	-0.4%	-0.2%	-2.4%	0.7%
COc1ccc(CNC(=O)c2cccnc2Sc2ccc(C)c(C)c2)cc1	1.5%	-11.2%	-0.8%	3.2%	-6.1	?	2.6%	-1.7%	-13.6%
CCOc1ccc(-n2cnc3c(=O)[nH]c(N)nc32)cc1	-18.0%	-16.7%	2.3%	0.1%	-11.9	-0.1%	-10.5%	1.6%	-16.9%
O=C(c1ccc2c(c1)N(Cc1c(F)cccc1Cl)C(=O)c1ccccc1S2)N1CCOCC1	7.0%	-7.7%	/	4.9%	-10.2	30.1%	-1.9%	1.3%	-4.0%
Cc1ccc(C2SCCN2C(=O)c2ccc([N+](=O)[O-])cc2)cc1 (configuration not stated)	16.0%	-16.2%	7.5%	-0.4%	-8.8	4.0%	2.1%	-0.2%	-10.0%
COc1ccccc1N1CCN(C2CCCN(S(=O)(=O)c3ccccc3)C2)CC1 (configuration not stated)	3.9%	-3.2%	-8.1%	8.3%	0.6	-0.1%	-0.6%	-3.2%	-14.9%
Cc1cccc(S(=O)(=O)C(C#N)c2nc3ccccc3nc2N2CCCC2)c1 (configuration not stated)	14.2%	?	?	123.7%[activator]	0.9	11.2%	-1.0%	-3.5%	-6.7%
COCCn1c(=NC(=O)c2ccc3c(c2)OCCO3)sc2cc(S(N)(=O)=O)ccc21	?	-25.6%	-3.9%	-12.2%	-7.1	-19.6%	-4.7%	-5.4%	-33.6%
Cc1ccc(S(=O)(=O)c2c(C)cc(C)[nH]c2=O)c(C)c1	?	1.7%	-4.5%	7.7%	-3.0	52.9%	-2.7%	-4.9%	-4.3%
CC(=O)c1cccc(NC(=S)NCCC2=CCCCC2)c1	-21.1%	-20.8%	-4.7%	-15.0%	-5.9	3.0%	0.5%	-6.0%	-14.6%
CCOC(=O)C1=NNC2(c3ccc(Cl)cc3)C(=O)N(c3ccc(C)cc3)C(=O)C12 (configuration not stated)	0.0%	-20.9%	-4.9%	-6.0%	-5.2	-8.7%	-6.6%	-2.7%	-13.7%
O=C(O)C1CC(=O)N(Cc2cccnc2)C1 (configuration not stated)	18.0%	-5.0%	1.4%	?	4.8	1.4%	0.3%	-4.8%	-10.8%
Cc1ccc(N2C(=O)C3CCCN3C2=S)cc1C (configuration not stated)	-2.0%	-14.9%	-3.1%	-4.5%	4.7	1.7%	-4.3%	4.9%	14.4%

Single records, from the list above. Values in the order: POLI inh	POLH inh	APEX1 inh	Apoferritin bind	LDHA inh	Pol beta inh	BLM inh	GRP78 ERSR act	POLK inh
CCOC(=O)C1=NNC2(c3ccc(Cl)cc3)C(=O)N(c3ccc(C)cc3)C(=O)C12 (configuration not stated) is entered as 0.0%	-20.9%	-4.9%	-6.0%	-5.2	-8.7%	-6.6%	-2.7%	-13.7%
CC(=O)c1cccc(NC(=S)NCCC2=CCCCC2)c1 is entered as -21.1%	-20.8%	-4.7%	-15.0%	-5.9	3.0%	0.5%	-6.0%	-14.6%
COCCn1c(=NC(=O)c2ccc3c(c2)OCCO3)sc2cc(S(N)(=O)=O)ccc21 is entered as ?	-25.6%	-3.9%	-12.2%	-7.1	-19.6%	-4.7%	-5.4%	-33.6%
O=C(O)C1CC(=O)N(Cc2cccnc2)C1 (configuration not stated) is entered as 18.0%	-5.0%	1.4%	?	4.8	1.4%	0.3%	-4.8%	-10.8%

Further records follow:
SMILES	POLI inh	POLH inh	APEX1 inh	Apoferritin bind	LDHA inh	Pol beta inh	BLM inh	GRP78 ERSR act	POLK inh
COC(=O)c1[nH]c2ccccc2c1NC(=O)CCN1CCN(C2CCCCC2)CC1	/	/	5.3%	-17.4%	/	1.2%	3.2%	/	/
CCOC(=O)N1CCN(S(=O)(=O)N2CCCC(C(=O)NCc3ccccc3Cl)C2)CC1 (configuration not stated)	-11.7%	-19.8%	38.3%	-6.9%	-4.8	-23.8%	-0.7%	-8.0%	4.9%
CC(C)Oc1ccccc1OCCCCn1cnc2ccccc2c1=O	32.4%[activator]	-20.5%	-2.9%	-12.9%	0.1	2.5%	-1.3%	-2.7%	-6.1%
O=C(COC(=O)Cc1ccc(F)cc1)NC1CCCCCC1	37.5%[activator]	-8.8%	-9.8%	/	0.0	/	/	-7.2%	2.6%
CN(CC(=O)Nc1ccccc1Cl)C(=O)COC(=O)c1cnccn1	-12.7%	4.6%	12.3%	-6.1%	-4.0	0.9%	-1.2%	-2.5%	-3.3%
CSCCC(=O)NC1CCCN(CCc2ccccc2)C1 (configuration not stated)	79.2%[activator]	-14.0%	10.1%	0.6%	-5.4	31.9%	5.8%	-4.5%	-9.1%
CCCOc1ccc(OC(=O)c2ccc(Br)o2)cc1	11.4%	-7.1%	-7.8%	?	6.1	44.3%	-2.9%	-2.2%	-14.1%
CN1CCc2c(sc3nc(SCC(=O)NCc4ccco4)n(-c4ccccc4)c(=O)c23)C1	-17.1%	-31.1%	-17.2%	-19.9%	2.9	-1.3%	-1.2%	0.8%	0.3%
CC[C@@H](C)[C@@H]1CN([C@@H](CN2CCC[C@H]2CN2C(N)=NC[C@H]2C(C)C)C(C)C)C(=N)N1CCc1ccc(Cl)c(Cl)c1	-21.5%	-8.2%	-31.8%	/	-7.1	/	/	-1.2%	-31.7%
Cc1ccccc1-c1nc(CN2CCC(C(=O)NC3CCN(Cc4ccccc4)CC3)CC2)c(C)o1	-2.4%	2.3%	/	/	-11.9	/	/	-2.0%	-5.0%
O=C(Cn1ncn2cccc2c1=O)NCc1cccc(Br)c1	8.0%	-5.3%	/	-3.9%	-0.7	5.6%	-3.2%	-0.1%	-3.4%
COc1cc(CNCCN2CCOCC2)ccc1OCC(=O)NC(C)(C)C	15.4%	-16.5%	16.8%	1.0%	-1.7	6.7%	23.7%	-0.5%	-3.2%
C=CC(C)(C)O[C@@H]1O[C@H](CO)[C@@H](O)[C@H](O)[C@H]1O	19.2%	-17.2%	29.5%	/	-2.3	/	/	0.6%	-21.2%
Cc1ccc(C(=O)NCC(=O)OCCCn2c(=O)[nH]c3ccccc32)cc1	45.0%[activator]	-15.8%	-0.4%	/	-5.7	/	/	-5.6%	-0.7%
CSc1ccc(CN(C)C(=O)C23CC4CC(CC(Cl)(C4)C2)C3)cc1	12.3%	-18.6%	4.6%	-8.6%	0.3	7.9%	-10.4%	-5.6%	-8.5%
CCC(C)n1c(=N)c(S(=O)(=O)c2ccccc2)cc2c(=O)n3ccccc3nc21 (configuration not stated)	28.6%	-22.6%	/	-1.3%	4.1	4.5%	-2.0%	0.0%	3.9%
Cc1ccc(OC(=O)COc2ccccc2C)c(-n2nc3ccccc3n2)c1	19.1%	-9.9%	-2.4%	-1.3%	4.5	-11.0%	-6.2%	3.8%	-10.7%
CCN1CCN(C(=O)c2ccccc2Nc2ccc(SC(F)F)cc2)CC1	50.0%[activator]	-17.2%	-5.3%	0.6%	-0.3	15.4%	1.2%	1.4%	0.7%
CCCC1(CCC)NC(=O)N(CC(=O)c2cc(C)n(-c3ccc4c(c3)OCO4)c2C)C1=O	36.4%[activator]	-20.4%	-10.3%	1.1%	3.0	-5.0%	-3.4%	-2.3%	-17.0%
Cc1cc(CNC(=O)COc2ccc([N+](=O)[O-])cc2)c2ccccc2n1	21.8%	-21.1%	5.6%	-8.8%	0.5	5.4%	1.3%	-3.1%	-3.6%
CCOC(=O)C1=C(C)N(C[C@@H]2CC[C@@H](Cc3ccc(-c4ccccc4)cc3)O2)C(=O)NC1c1ccc([N+](=O)[O-])cc1 (some centres not stated)	-6.1%	-14.3%	17.7%	/	5.8	/	/	-1.9%	-4.2%
COc1ccc(NC(=O)C2CCCN(S(=O)(=O)c3ccc(Cl)cc3)C2)cc1 (configuration not stated)	11.2%	1.5%	/	1.7%	-8.1	-13.3%	3.1%	-0.4%	-3.3%
CN(C)c1ccc(NC(=O)CN2C(=O)c3ccccc3Sc3ccc(C(=O)N4CCCC4)cc32)cc1	-5.1%	-7.3%	/	-19.6%	5.1	-27.8%	-4.6%	-2.9%	-3.4%[60.1 µM]

Source: PubChem
